Pf growth 96h: P. falciparum growth inhibition at 96 hours; P. falciparum luciferase reporter growth, 96 h; Potency, µM (top dose mostly 28.7 µM), inactives show at the highest dose activity change, negative = inhibition, usual class: inhibitors; hit rate 6.9% among 320,000; further: potency means the concentration at half of the fitted maximal effect; on the % scale 0 is the no-effect control and ±100 the full control effect
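Two-generation exposure (96 h) targets delayed-death phenotype. Reporter parasites carrying integrated firefly luciferase, in red cells at 2% hematocrit and 0.05% parasitemia final, kept at 37 C, 5% CO2; luminescence loss indicates inhibition.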
HCV inh: blocks hepatitis C virus. Huh7.5.1 HCVcc-Cre infection, luciferase reporter, 44 h. Potency, µM (series often up to 41.8 µM), for inactives: top-dose activity change, negative = inhibition, hits mostly inhibitors. hit rate 3.4% among 340,000; further: potency means the concentration at half of the fitted maximal effect; on the % scale 0 is the no-effect control and ±100 the full control effect
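HCVcc-Cre virus at an moi near 0.5 was added right after compound to cells cultured 4 h from seeding (1,000 cells/well). Luciferase activity was determined 44 h later, 15 min after substrate addition at RT.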
Pf growth 48h: inhibits P. falciparum growth in the first generation, 48 h. P. falciparum luciferase growth in erythrocytes, 48 h. Potency, µM (highest dose often 28.7 µM), for inactives: top-dose activity change, negative = inhibition, actives largely listed as inhibitors. hit rate 5.9% among 310,000; further: potency means the concentration at half of the fitted maximal effect; on the % scale 0 is the no-effect control and ±100 the full control effect
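Compounds are pin-transferred into medium, infected erythrocytes (2% hematocrit, 0.1% parasitemia final) are added, and plates sit one parasite generation at 37 C in 5% CO2. Detection reagent is then added and luminescence measured.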
Tb PYK inh: T. brucei pyruvate kinase inhibition. Q57TT1. TbPYK enzyme, Kinase-Glo Plus ATP luminescence, 45 min. Potency, µM (top dose mostly 76.8 µM), inactives show at the highest dose activity, negative = inhibition, actives largely listed as inhibitors. hit rate 0.12% among 410,000. AID 624173; further: potency means the concentration at half of the fitted maximal effect; on the % scale 0 is the no-effect control and ±100 the full control effect; nearly all actives have a fitted effect of over 50% in size
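Readout: single end-point luminescence (Kinase-Glo Plus, 10 min). Reaction conditions were TbPYK/substrate plus 130 uM ADP, 45 min at RT, pH 7.2 TEA buffer. No-enzyme wells served as controls, and data were normalized before concentration-response fitting.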
LmPK inh: blocks Leishmania mexicana pyruvate kinase activity | hit rate 0.37% among 290,000 | purified LmPK, Kinase-Glo ATP luminescence, 1 h | Potency, µM (top dose mostly 57.5 µM), for inactives: at the highest dose activity change, negative = inhibition, hits mostly inhibitors | Q27686 | AID 1721; further: potency means the concentration at half of the fitted maximal effect; on the % scale 0 is the no-effect control and ±100 the full control effect
Target sequence (Q27686 whole entry, looked up): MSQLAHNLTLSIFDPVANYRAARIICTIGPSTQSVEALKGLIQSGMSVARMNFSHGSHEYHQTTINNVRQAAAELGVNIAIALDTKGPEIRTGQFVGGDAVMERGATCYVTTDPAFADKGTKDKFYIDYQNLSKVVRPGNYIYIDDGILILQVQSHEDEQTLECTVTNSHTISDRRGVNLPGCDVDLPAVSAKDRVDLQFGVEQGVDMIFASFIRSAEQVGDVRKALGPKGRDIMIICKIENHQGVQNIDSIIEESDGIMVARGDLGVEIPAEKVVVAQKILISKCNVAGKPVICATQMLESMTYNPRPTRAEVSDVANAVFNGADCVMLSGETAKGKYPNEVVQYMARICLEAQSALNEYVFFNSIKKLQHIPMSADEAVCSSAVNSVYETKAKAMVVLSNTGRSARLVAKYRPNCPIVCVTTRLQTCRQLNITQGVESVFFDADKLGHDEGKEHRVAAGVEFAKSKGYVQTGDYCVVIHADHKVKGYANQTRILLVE
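qHTS format; LmPK 0.1 nM; substrates PEP 0.5 mM and ADP 0.1 mM. One-hour room-temperature incubation, then coupled luciferase luminescence; 0.5 nM enzyme wells mark activation.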
Cycloheximide cs: counter-screen for Shiga toxin inhibitors: cycloheximide protein synthesis inhibition | cell reporter, cycloheximide protein synthesis inhibition counterscreen | max response, % | hit rate 12% among 300,000; in the data active means max response mostly above about 13%, no sharp cut-off; inactive means mostly below about 14%; further: read at 38.3 µM for the half of the compounds with a filed dose; 0% is about no effect
Shiga inhibitor: inhibitors of Shiga toxin in Vero cells | Vero cells, Shiga toxin protein synthesis inhibition reporter | inhibition, % at 38.7 µM | hit rate 9.2% among 290,000; in the data active means inhibition mostly above about 28%, no sharp cut-off; inactive means mostly below about 43%; further: 0% is about no effect
* hit, by the source's call; ? = inconclusive; nt = not tested or not shown; [ ] = remark or other dose. Unless noted, the call rests on the fitted dose curve; in most records, active means well fitted curve in the direction sought with a large enough effect; inconclusive means small, poorly fitted or top-dose-only effect, or another doubt; inactive means no such curve, though single readings can be large; an effect the other way counts as inactive or inconclusive.

Under each structure: Pf growth 96h, HCV inh, Pf growth 48h, Tb PYK inh, LmPK inh, Cycloheximide cs, Shiga inhibitor
1. CCOC(=O)c1sc(=S)n(-c2ccccc2Cl)c1SC
 : 2.6µM*, -18%, 13µM*, 5%, -1%, 16, 53
2. CCc1ccc(NC(=O)CSc2nc(=O)n3cc(C)ccc3n2)cc1
 : 2%, -18%, 21%, 5%, nt, nt, nt
3. COc1cccc(NC(=O)Cn2c(=O)oc3cc(S(=O)(=O)N4CCCC4)ccc32)c1
 : -6%, 38%[activator], -9%, -2%, 7%, 1, 18
4. O=C1c2ccccc2NC(c2ccncc2)N1c1ccccn1 (stereo unspecified)
 : nt, 10%, 39%[activator], -2%, 8%, 0, -2
5. CCOC(=O)c1c(NC(=O)/C=C/C(=O)O)sc(C)c1-c1ccc(C(C)(C)C)cc1
 : 31%[5.75 µM], ?, 1.7µM*, -1%, -1%, 3, 18
6. C#Cc1ccc(CN2CCCC(C(=O)Nc3ccccc3Oc3cccnc3)C2)cc1 (stereo unspecified)
 : -19%, 0%, 10µM*, 3%, 3%, -3, -8
7. COc1ccc2oc(C)c(C(=O)Cn3ccnc3)c2c1
 : 16%, 18%, -8%, -16%, -1%, 2, -12
8. COc1ccc(OC)c(CN2CCCC(CCC(=O)N(C)CCc3ccccn3)C2)c1 (stereo unspecified)
 : 5%, 14%, -4%, 1%, 0%, 0, -2
9. COCCn1c(=O)[nH]c2cc(C(=O)NCCc3ccc(OC)c(OC)c3)ccc2c1=O
 : ?, -21%, 2%, 1%, 2%, -4, 1
10. CCNC(=O)C(=O)NCC1OCCCN1S(=O)(=O)c1ccc(F)cc1C (stereo unspecified)
 : 2%, 20%, -6%, 1%, -3%, -3, 10
11. O=C(CC1SC(=Nc2ccc3c(c2)OCCO3)NC1=O)Nc1ccc(F)cc1F (stereo unspecified)
 : ?, 7%, ?, -1%, 5%, -4, -6
12. CC(C)c1cc2c(c(O)c1O)[C@@]13CCCC(C)(C)C1CC2OC3=O (stereo partly specified)
 : ?, -27%, ?, ?, 16µM*, -1, -3
13. COc1ccnc(CS(=O)c2nc3ccc(OC(F)F)cc3[nH]2)c1OC (stereo unspecified)
 : -9%, nt, -7%, -12%, nt, nt, nt
14. Cn1c(COc2cccc3cccnc23)nnc1SCC(=O)O
 : 10µM*, 4%, 48%[activator], 1%, -3%, -4, 2
15. CCN(CC)c1ccc(-n2c(C)cc(C=O)c2C)cc1
 : ?, ?, nt, 3%, -1%, -3, 24
16. CC(=O)O/N=C(\N)c1ccc(-c2csnn2)cc1
 : 124%[activator], 14%, 295%[activator], -2%, 1%, 34*, 65*
17. COC(C[C@@H]1O[C@@H]1[C@@H](O)[C@@H](C)OCc1ccccc1)OC
 : 7%, 22%, 0%, -2%, -3%, -4, -6
18. COc1ccccc1NC(=O)CC(NCCN(C)C)C(=O)O (stereo unspecified)
 : 30%, 18%, nt, -3%, -1%, -3, -20
19. COc1ccc(OC)c(-n2cc3c(=O)n(C)c(=O)n(C)c3c2)c1
 : -19%, -26%, ?, -4%, 3%, 3, 19
20. Cc1ccc(N/N=C2/CCCNC2=O)cc1
 : 89%[activator], 13%, 24%, -7%, 0%, 11, 40
21. COc1cc(/C=C(/NC(=O)c2ccc(Cl)cc2Cl)C(=O)O)cc(OC)c1OC
 : 486%[activator], 10%, -19%, 2%, 2%, -1, -16
22. COc1ccccc1C1CCN(C(=O)c2ccc(Cl)cc2)CC1
 : -10%, -14%, ?, 0%, -5%, 16, -1
23. Cn1c(=O)c2sccc2n(Cc2cccc(Br)c2)c1=O
 : ?, 11µM*, 31%[activator], 0%, -2%, -2, -6
24. CN(C)C(=O)CSc1nnc(Cc2ccccc2)n1Cc1ccco1
 : ?, 1%, 0%, -2%, 6%, -1, 16
25. O=C1C=C(NCc2ccncc2)CC(c2ccccc2)C1 (stereo unspecified)
 : 20%, 11%, nt, 1%, 1%, -5, -7
26. Cc1ccc(OCc2nnc(SCc3nc4ccccc4[nH]3)n2Cc2ccco2)cc1
 : 6.6µM*, 10µM*, ?, -33%, 4%, -4, 21
27. CCCNC(=O)c1ccccc1NC(=O)CN(c1ccccc1)S(=O)(=O)N(C)C
 : -11%, -24%, ?, -7%, 4%, -3, 9
28. CN(NC(=O)c1ccc(Cl)cc1)c1cccc(Cl)n1
 : 0%, -19%, 34%[activator], -4%, -3%, 15, -8
29. COc1cc([N+](=O)[O-])c(OC)cc1SCc1n[nH]c(=S)n1-c1ccc(C)cc1
 : 3%, 13%, -6%, 2.5µM*, ?, 1, -8
30. Cn1nnnc1SCC(=O)Nc1ccc2c(c1)OCO2
 : ?, -3%, 55%[activator], 1%, -3%, 26*, 114*

Some entries already given, showing only HCV inh, Tb PYK inh and Pf growth 96h:
#	Molecule	HCV inh	Tb PYK inh	Pf growth 96h
22	COc1ccccc1C1CCN(C(=O)c2ccc(Cl)cc2)CC1	-14%	0%	-10%
23	Cn1c(=O)c2sccc2n(Cc2cccc(Br)c2)c1=O	11µM*	0%	?
24	CN(C)C(=O)CSc1nnc(Cc2ccccc2)n1Cc1ccco1	1%	-2%	?
25	O=C1C=C(NCc2ccncc2)CC(c2ccccc2)C1 (stereo unspecified)	11%	1%	20%
26	Cc1ccc(OCc2nnc(SCc3nc4ccccc4[nH]3)n2Cc2ccco2)cc1	10µM*	-33%	6.6µM*
27	CCCNC(=O)c1ccccc1NC(=O)CN(c1ccccc1)S(=O)(=O)N(C)C	-24%	-7%	-11%

Shown as labelled records: 2 of the compounds above
#13 COc1ccnc(CS(=O)c2nc3ccc(OC(F)F)cc3[nH]2)c1OC (stereo unspecified)
  Pf growth 96h = -9% | HCV inh = nt | Pf growth 48h = -7% | Tb PYK inh = -12% | LmPK inh = nt | Cycloheximide cs = nt | Shiga inhibitor = nt
#14 Cn1c(COc2cccc3cccnc23)nnc1SCC(=O)O
  Pf growth 96h = 10µM* | HCV inh = 4% | Pf growth 48h = 48%[activator] | Tb PYK inh = 1% | LmPK inh = -3% | Cycloheximide cs = -4 | Shiga inhibitor = 2

Following part:
Under each structure: Pf growth 96h, HCV inh, Pf growth 48h, Tb PYK inh, LmPK inh, Cycloheximide cs, Shiga inhibitor
31. C=C(C)CNC(=O)CCc1nnc(C2(c3ccc(Cl)cc3)CCC2)o1
 : ?, -7%, -1%, -10%, 5%, 44*, 75*
32. O=C(O)C1CSC(c2ccccc2)N1C(=O)c1ccco1 (stereo unspecified)
 : -12%, -1%, nt, -11%, 16%, -6, -10
33. CCN(CC)c1cc(C)c2cc(NC(=O)CNC(C)=O)ccc2n1
 : 9%, ?, 0%, -14%, -8%, 13, 39
34. CCOc1ccc(CNC(=O)NS(=O)(=O)c2ccc(OC)cc2)cc1
 : 2.9µM*, 29%, 15%, -3%, -4%, -3, -13
35. C[C@]12CC(=O)CC1CCC1C2CC[C@@]2(C)C1CC[C@@H]2O (stereo partly specified)
 : 34%[activator], 17%, 6%, 0%, 1%, -4, -10
36. CC(=O)OCCCNc1cc(Sc2ccc(C)cc2)c2nonc2c1[N+](=O)[O-]
 : 413%[activator], -1%, ?, 2%, 1%, -3, -7
37. Cc1nnc(N/N=C/c2cccc(C(F)(F)F)c2)n1N
 : 15µM*, 20%, -4%, -8%, 4%, 9, -4
38. O=C(O)c1cc(-c2ccc(N3CCOCC3)cc2)nn1-c1ccc(F)cc1
 : -16%, 20%, 11%, 1%, -2%, -6, -15
39. Cn1c(N)c(C(=O)COC(=O)C2CCCN2C(=O)c2cccs2)c(=O)n(C)c1=O (stereo unspecified)
 : 38%[activator], 10%, 32%[activator], 2%, -5%, 1, -12
40. CC(=O)[C@@H]1[C@@H]2C(=O)N(Cc3ccccc3)C(=O)[C@@H]2C2c3ccccc3C=CN21 (stereo partly specified)
 : -2%[5.75 µM], -11%, ?, -2%, 5%, -3, -6
41. Cn1c(SCC(=O)c2ccc3c(c2)OCCO3)nnc1C(F)(F)F
 : -6%, 7%, 81%[activator], -13%, 3%, 22*, 34
42. Cc1ccc(C(C(=O)NC2CCCC2)N(Cc2cccs2)C(=O)CNC(=O)c2cccs2)o1 (stereo unspecified)
 : 4%, -23%, ?, 0%, 0%, -3, -2
43. O=C(c1cnn2ccccc12)N1CCN(C2CCCCC2)CC1
 : -50%, -3%, nt, 2%, 4%, 9, 2
44. COc1cc(C(C(=O)NCC2CCCO2)N(C(=O)Cn2nnc3ccccc32)c2ccc(OC)c(OC)c2)ccc1O (stereo unspecified)
 : 1%, 22%, 1%, -4%, 0%, -5, -7
45. Cc1cc(=O)oc2c3c(cc(OCC(=O)NC(Cc4ccc(Cl)cc4)C(=O)O)c12)OC(C)(C)CC3 (stereo unspecified)
 : ?, -5%, 26%, 2%, -1%, -4, -14
46. CN1c2ccccc2C(C)(C)C12CC(CCl)=NO2 (stereo unspecified)
 : 8%, 11%, 0%, 3%, -1%, -3, 15
47. CO/N=C/CC(=O)c1ccc(OC)cc1
 : -6%, 7%, 33%[activator], -1%, 6%, 49*, 91*
48. CC1(C)Cc2c(c(=S)nc(-c3ccccc3)n2CCCN2CCOCC2)CO1
 : 2%, 16%, 12%, 1%, -1%, -2, -9
49. CN1CCN(C2=Cc3ccccc3Sc3cc(F)ccc32)CC1
 : -102%, ?, ?, -2%, 0%, -5, -4
50. Cc1cccc(C(=O)NCC(=O)NCC2COc3ccccc3O2)c1 (stereo unspecified)
 : 16%, 6%, ?, 4%, nt, nt, nt
51. CC(C)=NNc1nc2c(c(=O)n(C)c(=O)n2C)n1CCc1ccccc1
 : ?, ?, ?, 4%, 4%, 7, -4
52. O=C(CSc1nncs1)NCc1ccc2c(c1)OCO2
 : nt, 5%, 18%, -10%, -1%, 15, 14
53. COc1ccc(-c2csc(N(CC3CCCO3)C(=O)c3ccccc3)n2)cc1 (stereo unspecified)
 : 20%, -29%, ?, 6%, 4%, 13, -5
54. O=C(CCC(=O)N1CCN(c2ccccn2)CC1)Nc1nnc(C(F)(F)F)s1
 : ?, 2%, -3%, -9%, 9%, -3, -1
55. CN1CCC2(CC1)Nc1nc(SCc3ccc(Cl)cc3)nn1C1=C2CN(C)CC1
 : -10%, 14µM*, 3.3µM*, 1%, -4%, -9, -8
56. CC1CCN(C(=O)CCCC(=O)N2CCC(C)CC2)CC1
 : ?, 7%, 8%, -7%, -12%, 19, 24*
57. COc1ccc(CCn2c(C)cc3c(c2=O)C(c2ccc4c(c2)OCO4)C(C#N)=C(N)O3)cc1OC (stereo unspecified)
 : nt, ?, 8.3µM*, -13%, 3%, -3, -17
58. C/C(CC(=O)N(C(C)C)C(C)C)=N\NC(=O)COc1ccc(Cl)cc1Cl
 : 276%[activator], -5%, -1%, -13%, 9%, 11, 1
59. Cc1csc(NC(=O)CSc2ncnc3ccccc23)n1
 : 28%, ?, -5%, -9%, 14%, -2, 2
60. CCCN(CC(=O)Nc1ccc(C(C)=O)cc1)CC(=O)Nc1ccccc1C
 : 14%, 7%, -24%, 1%, 1%, -1, 2
61. O=C(CSc1nc2[nH]ncc2c(=O)[nH]1)Nc1ccc(OC(F)(F)F)cc1
 : ?, -12%, 0%, -6%, nt, nt, nt
62. Cn1nc(-c2ccccc2)c(CSc2ccccc2Cl)c1Cl
 : ?, ?, nt, -5%, 2%, -3, -10
63. CC(=O)c1ccc(NC(=S)NCc2ccc(Cl)cc2Cl)cc1
 : ?, ?, -6%, -5%, 0%, -4, -6
